High-throughput results (PubChem BioAssay)
Growth percent in the NCI-60 one-dose screen (48 h, 10 µM unless noted): 100 = growth as untreated, 0 = no growth, -100 = all killed.
EKVX: EKVX NSCLC; 71,000 compounds, 3% hits
HOP-62: HOP-62 NSCLC; 80,000 compounds, 3.9% hits; AID 1794735
K-562: K-562 leukemia; 78,000 compounds, 7.4% hits
MOLT-4: MOLT-4 leukemia cells | 80,000 compounds, 6.9% hits | AID 1794779
RPMI-8226: RPMI-8226 leukemia cells. 77,000 compounds, 7.5% hits
HOP-92: HOP-92 NSCLC cells; 71,000 compounds, 6.3% hits
SR: SR leukemia cells; 73,000 compounds, 8.7% hits; AID 1794780
CCRF-CEM: CCRF-CEM leukemia. 77,000 compounds, 7% hits
* hit, by the source's call; · = not tested or not shown; & = joins results of further samples. Rule for the calls: active = growth percent below 10; inactive = the rest.

SMILES	EKVX	HOP-62	K-562	MOLT-4	RPMI-8226	HOP-92	SR	CCRF-CEM
COc1ccc(/C=C/C(=O)c2cc(S(=O)(=O)NNC(=O)c3ccncc3)c(OC)cc2OC)cc1	99.1	102.9	96.3	94.7	98.6	109.2	87.5	92.3
CCCCNNC(=O)c1ccc(Br)cc1	·	55.5	29.9	42.1	17.8	·	40.9	46.6
Oc1cccc(/C=N/Nc2ccc3nnc(-c4ccccc4)n3n2)c1	31.5	66.3	35.4	40.3	26.6	51.3	·	20.6
CC1CCCC(C)N1CCOc1cc(N)ccc1C#N (stereo unspecified)	129.9	93.4	104.7	102.7	·	58.6	97.9	90.5
C(=C/c1ccccc1)/C=C/c1ccccc1	·	95.7	94.1	88.6	94.6	·	82.1	78.2
CC(=O)O[C@H]1C[C@@H]2C(C)(C)C(=O)CC[C@@]2(C)c2ccc(C(C)C)cc21	99.3	109.4	103.9	108.1	107.5	96.5	105.1	108.5
C/C(=N\NC(=O)c1sc(=S)n(C)c1N)c1cc2ccccc2o1	64.8	69.4	-10.9*	35.7	42.5	58.8	42.6	51.2
C[C@H](NC(=O)[C@@H]1CSSC[C@@H](NC(=O)c2nc3ccccc3cc2O)C(=O)NCC(=O)N1C)c1ccccc1	42.0	66.6	-30.9*	-8.4*	22.6	51.6	-17.5*	·
COc1ccc(-c2nc(N)nc3c(OC)nccc23)cc1	94.9	94.6	90.6	115.1	106.2	66.8	101.3	·
Cc1nc2ccc(Br)cn2c1-c1nnc(SCc2ccccc2)o1	85.7	80.1	·	105.1	·	98.7	·	105.3
N#Cc1c(-c2ccc(F)cc2)nc(SCc2ccc(F)cc2)nc1N1CCOCC1	60.1	24.3	83.8	91.6	92.7	34.3	·	87.1
CC(=O)Cc1nsc(NC(=O)c2cc(-c3ccc(Cl)cc3)oc2C)n1	96.1	108.1	96.0	83.8	86.8	99.6	99.0	95.2
CCCCCN1C(=O)/C(=c2\sc3n(c2=O)C2C(NN=3)N(CC)C(=O)N2CC)c2ccccc21 (stereo unspecified)	26.3	9.5*	-71.9*	4.8*	8.5*	3.8*	1.7*	-15.6*
O=C(NCc1ccccc1)C(c1ccccc1)c1ccccc1	98.7	91.1	89.8	87.4	115.3	109.3	79.1	108.3
COC(=O)c1cccc(NC2=C(Cl)C(=O)c3nc(C)ccc3C2=O)c1	54.3	113.0	6.3*	19.7	3.3*	120.6	18.7	5.6*
CC1Cn2c(Cc3ccccc3)nnc2S1 (stereo unspecified)	109.5	114.5&96.2	105.4&92.6	113.0&102.5	116.1&104.1	118.9&97.6	116.0	109.6
Cc1ccc(Nc2cc(Cl)nc(N)n2)cc1Cl	68.7	99.8	95.9	86.3	85.8	90.7	72.4	91.5
c1ccc(-c2nc(-c3cccs3)no2)cc1	102.3	98.4	100.5	92.8	102.2	75.7	97.6	97.8
COc1cc(-c2nn(-c3cccc(NC(=O)CN4CCOCC4)c3)cc2-c2cccnc2)ccc1Cl	95.8	98.9	42.2	74.3	60.5	50.4	37.3	70.9
O=C(O)Cc1ccc(NC(=O)c2cc(Cl)ccc2Nc2ccnc(C(F)(F)F)c2)cc1	·	99.7	110.4	82.6	103.9	88.6	93.4	99.1
CC(C)OC(=O)c1ccc2n1CCCc1cnc(N)nc1-2	103.5	·	99.8	104.5	100.6	99.0	112.1	102.9
c1cc2c(c(CC3CO3)c1CC1CO1)OCCOCCOCCOCCO2 (stereo unspecified)	·	104.3	86.8	88.2	102.3	83.7	86.8	85.8
Cc1cnc(SCc2ccccc2Cl)nc1SCc1ccccc1Cl	100.7	90.5	93.7	79.7	97.1	87.1	83.3	89.1
O=C(O)CNC(=O)c1nc(-c2ccccc2)n(-c2ccc(Cl)cc2)n1	96.3	100.7	104.8	99.1	106.3	108.2	98.3	·
N=C(N)c1ccc(-c2ccc(-c3c[nH]c(=O)[nH]c3=O)o2)nc1	103.8	95.6	94.5	101.3	104.3	90.5	99.9	100.5
C=C1C(=O)O[C@H]2[C@H]1CC/C(COC(=O)NCc1ccccc1OC)=C\CC[C@@]1(C)O[C@@H]21	·	77.1	·	·	25.7	32.6	·	6.8*
O=Cc1cccc(S(=O)(=O)O)c1	·	104.2	112.3	96.1	103.5	105.6	94.8	111.8
Cc1c(N)cccc1C(=O)O	100.4	100.4	111.0	117.7	91.9	84.8	·	·
FC(F)(F)c1cccc(/C=C/c2nn3c(-c4ccc(Br)cc4)nnc3s2)c1	97.4	92.2	95.7	101.1	102.8	98.8	86.8	102.7
Nc1nc(-c2ccc(Cl)cc2)cc(-c2cc3ccccc3oc2=O)n1	86.2	84.7	113.6	93.8	98.6	·	106.4	102.7

Molecules listed so far containing a furan ring, fused or not (three):
SMILES	EKVX	HOP-62	K-562	MOLT-4	RPMI-8226	HOP-92	SR	CCRF-CEM
C/C(=N\NC(=O)c1sc(=S)n(C)c1N)c1cc2ccccc2o1	64.8	69.4	-10.9*	35.7	42.5	58.8	42.6	51.2
CC(=O)Cc1nsc(NC(=O)c2cc(-c3ccc(Cl)cc3)oc2C)n1	96.1	108.1	96.0	83.8	86.8	99.6	99.0	95.2
N=C(N)c1ccc(-c2ccc(-c3c[nH]c(=O)[nH]c3=O)o2)nc1	103.8	95.6	94.5	101.3	104.3	90.5	99.9	100.5

Following part
SMILES	EKVX	HOP-62	K-562	MOLT-4	RPMI-8226	HOP-92	SR	CCRF-CEM
COC(=O)C1ON=C(c2no[n+]([O-])c2C)C1C(=O)OC (stereo unspecified)	98.9	102.8	102.1	103.3	106.1	103.5	119.3	116.6
COc1cc(-c2nnc(SCC(=O)Nc3ccc(C(=O)/C=C/c4ccccc4)cc3)n2-c2ccccc2)cc(OC)c1OC	90.2	109.2	81.2	79.4	26.7	111.1	65.1	90.6
CCC(=O)OC(C)COc1ccccc1 (stereo unspecified)	97.7	98.7	109.2	101.5	107.1	101.6	107.5	107.5
COc1cc([N+](=O)[O-])ccc1O	94.3	112.9	94.3	104.3	108.1	86.0	108.6	103.2
CCN1CCN(c2ccc3c4c(cccc24)C(=O)N(c2ccc(/C(=C(\C)c4ccccc4)c4ccccc4)cc2)C3=O)CC1	76.3	92.8	31.1	76.6	·	73.4	16.5	70.3
N#Cc1c(O)ccc(O)c1C#N	94.4	93.9	95.8	90.3	102.4	·	101.8	104.9
NC(=O)c1ccc(Cl)c(Cl)c1	99.5	102.9	138.6	131.6	109.5	·	139.5	108.9
COC(=O)C12C3C(=O)N(Cc4ccc5c(c4)OCO5)C(=O)C3C(c3cn(-c4ccccc4)nc3C)N1[C@H](c1cn(-c3ccccc3)nc1C)[C@@H]1C(=O)N(Cc3ccc4c(c3)OCO4)C(=O)[C@@H]12 (stereo partly specified)	·	106.4	96.8	95.8	119.4	103.9	93.9	106.6
COc1ccc(OC)c([N+](=O)[O-])c1C=O	·	78.2	42.4	66.8	75.1	91.1	37.2	41.4
O=C(CS)Nc1cccc(O)c1	99.8	98.2	82.7	92.1	101.2	112.1	99.6	102.2

Profiles, quoted from the list:
Results for CCC(=O)OC(C)COc1ccccc1 (stereo unspecified) : EKVX = 97.7; HOP-62 = 98.7; K-562 = 109.2; MOLT-4 = 101.5; RPMI-8226 = 107.1; HOP-92 = 101.6; SR = 107.5; CCRF-CEM = 107.5
Results for COc1cc([N+](=O)[O-])ccc1O : EKVX = 94.3; HOP-62 = 112.9; K-562 = 94.3; MOLT-4 = 104.3; RPMI-8226 = 108.1; HOP-92 = 86.0; SR = 108.6; CCRF-CEM = 103.2
Results for COC(=O)C1ON=C(c2no[n+]([O-])c2C)C1C(=O)OC (stereo unspecified) : EKVX = 98.9; HOP-62 = 102.8; K-562 = 102.1; MOLT-4 = 103.3; RPMI-8226 = 106.1; HOP-92 = 103.5; SR = 119.3; CCRF-CEM = 116.6

(more compounds)
SMILES	EKVX	HOP-62	K-562	MOLT-4	RPMI-8226	HOP-92	SR	CCRF-CEM
O=C1N[C@H]2C[C@@](O)(N1)[C@@H]1OCC2O1	·	97.8	·	·	97.7	104.2	·	91.2
CCOC(=O)c1sc(-c2ccc(OS(=O)(=O)c3ccccc3[N+](=O)[O-])c(C=O)c2)nc1C	92.3	116.7	12.8	9.9*	37.2	65.6	9.1*	12.1
O=C(Nc1ccc(C2=NCCN2)cc1)c1ccc(C(=O)Nc2ccc(C3=NCCN3)cc2)cc1	103.4&83.9	96.6&70.2	118.9&87.6	112.0&111.9	79.2&101.2	121.7&12.1	114.7&62.3	98.6&106.5
COc1cc(/C=C/C(=O)c2ccc(Nc3ncnc4ccccc34)cc2)cc(OC)c1	79.3	138.6	4.6*	19.1	2.3*	87.3	0.3*	20.6
Cn1cc(-c2csc(-c3cn(C(=O)OC(C)(C)C)c4ccccc34)n2)c2cccnc21	72.3	73.7	23.3	50.0	75.3	57.1	·	56.8
NS(=O)(=O)c1ccc(NC(=S)NC(=O)c2ccc(OCc3ccccc3)cc2)cc1	98.2	113.2	106.9	109.0	109.3	103.1	87.5	100.0
O=S(=O)(Nc1ccc(OCc2nnc(-c3ccccc3)o2)c(F)c1)c1ccc(Cl)cc1	·	85.3	88.8	96.8	82.9	·	112.8	73.7
COc1ccc(-c2cc(NC(=O)Nc3nc4ccccc4s3)no2)cc1	88.8	90.8	121.3	113.8	101.0	101.3	·	106.5
OB(O)c1cccc(-c2nc3ccc4[nH]ncc4c3c3c2CCCC3)c1	65.6	42.3	52.6	28.7	53.0	47.6	32.2	32.2
O=C(Nn1c2c(sc1=NC1CC1)C(=O)c1ccccc1C2=O)c1cc2ccc1CCc1ccc(cc1)CC2	67.5	54.1	25.9	8.5*	19.5	95.5	29.4	22.6
COC(=O)c1nc(N)nc(C(=O)OC)c1C(=O)c1ccco1	103.3	110.1	110.0	112.8	108.0	83.5	101.2	99.1
CCc1ccc2c(c1)CCCC2(C)C	99.4	95.0	121.0	104.0	97.0	103.6	93.6	110.3
CCOC(=S)SCC(=O)NC(=O)c1ccccc1	97.6	110.9	92.5	103.5	94.0	84.5	83.0	96.7
Cc1ccc(-c2cc3c(nn2)-c2ccccc2C3=O)cc1	·	64.4	44.8	44.5	80.8	42.2	27.2	70.3
NC(=O)c1cc(NCc2cc(O)ccc2O)ccc1O	108.8	103.3	86.4	95.1	89.2	107.0	96.4	81.0
CC(C)CCOCCOCCCN1C(=O)C2C3C=CC(C3)C2C1=O (stereo unspecified)	104.6	100.6	110.1	108.9	101.5	82.7	101.6	101.1
O=c1c2sc3ncccc3c2nnn1-c1ccccc1	·	104.6	93.3	97.7	99.0	97.5	·	90.7
CC(CN=C(CC(=O)c1ccc(Br)cc1)c1ccccc1)N=C(CC(=O)c1ccc(Br)cc1)c1ccccc1 (stereo unspecified)	65.7	79.6	54.3	43.1	46.3	51.7	67.3	57.6
O=C(Nc1nc(-c2ccc(Cl)cc2)cc(-c2ccc(Br)cc2)n1)c1cccnc1	88.3	101.1	71.8	66.6	87.1	95.6	90.4	89.0
O=C1C2Cc3ccccc3C(=O)N2C(=S)N1c1ccccc1 (stereo unspecified)	107.0	106.5	106.3	105.3	104.6	93.0	112.0	99.6
COc1cc(N2CCOCC2)ccc1N	115.3	107.3	98.9	117.2	59.3	58.7	88.3	77.2
CNC1=C(Br)C(=O)c2c(C(=O)OC)c(C)nc(C)c2C1=O	79.3	99.9	64.4	79.8	75.8	103.6	86.5	77.3
CC(=O)C(=Cc1ccc2c(c1)OCO2)C(C)=O	100.2	87.6	99.2	104.5	108.7	99.0	91.2	104.3
C#CCOc1ccc(/C=N/Nc2nc(-c3ccc(OC)cc3)cs2)cc1OCC#C	56.5	91.3	38.8	23.5	44.1	84.2	41.0	59.6
COc1cc(NC(=O)COc2cc(C)nc3ccc(OC)cc23)cc(OC)c1	91.5	91.3	79.1	89.9	81.3	94.1	-8.6*	82.0
c1cnc2[nH]cc(-c3csc(-c4cn(CCCN5CCOCC5)c5ccccc45)n3)c2c1	47.9	48.7	1.2*	16.6	24.4	12.0	2.9*	17.4
CC1CC(O)CC(C)(C)C1 (stereo unspecified)	98.8	97.9	110.4	100.4	·	96.5	105.8	96.4
CC1(C)CC[C@]2(C(=O)O)CC[C@]3(C)C(=CCC4[C@@]5(C)C[C@@H](O)[C@H](O)[C@@](C)(CO)C5CC[C@]43C)C2C1 (stereo partly specified)	88.2	105.6	101.6	102.5	97.6	89.2	98.3	97.0
COc1ccc(-c2cn3ccnc3c(NCCn3cc(COc4ccc5c(C)cc(=O)oc5c4)nn3)n2)cc1	100.7	89.8	96.2	92.8	87.5	99.0	85.6	71.2
COC(=O)c1nc(=S)[nH]c(C(=O)OC)c1C(=O)c1cccc(O)c1	97.8	116.9	107.5	115.6	105.6	·	105.0	·

Reprinted from the part before: 2 entries; new compounds follow.
SMILES	EKVX	HOP-62	K-562	MOLT-4	RPMI-8226	HOP-92	SR	CCRF-CEM
COc1ccc(-c2cn3ccnc3c(NCCn3cc(COc4ccc5c(C)cc(=O)oc5c4)nn3)n2)cc1	100.7	89.8	96.2	92.8	87.5	99.0	85.6	71.2
COC(=O)c1nc(=S)[nH]c(C(=O)OC)c1C(=O)c1cccc(O)c1	97.8	116.9	107.5	115.6	105.6	·	105.0	·
CCOC(=N)Cc1ccccc1	108.9	107.2	109.0	118.0	111.2	84.1	108.1	121.3
O=C(Nc1ccccc1)OCC1OCOC(COC(=O)Nc2ccccc2)C1OC(=O)Nc1ccccc1 (stereo unspecified)	·	64.8	57.9	73.8	40.1	94.9	18.1	29.5
CC(=O)CC(=O)N(C)C	93.5	98.8	101.1	119.6	97.9	81.8	·	73.7
O=C(Nc1ccc(N=Cc2ccccn2)cc1)NC1C=c2ccccc2=CC1 (stereo unspecified)	97.0	104.7	95.9	91.6	95.6	106.9	92.2	83.6
CCN1C(=O)N(CC)C2C1NC(=S)N2/N=C/C=C/c1ccccc1 (stereo unspecified)	27.8	29.3	10.9	8.1*	-8.7*	27.8	7.8*	2.7*
O=S(=O)(NCCNc1nccc(-n2ccc3cccnc32)n1)c1ccc(F)cc1	97.1	108.3	105.0	101.9	·	104.4	107.8	100.9
